# Screening results: PubChem, several laboratories
# KOR beta-arrestin-1: KOR antagonists, beta-arrestin recruitment, cell-based, luminescence, uHTS (AID 1778). KOR beta-arrestin recruitment, luminescence, antagonist mode; higher % means a stronger effect. 0.091% of 290,000 active. inhibition, % at 10 µM, or IC50 in µM where a hit was titrated; in the data active = inhibition above about 50%; also: strong numbers were not always called active
# NOD1 inhibition: NOD1 signaling inhibitors, primary screen, cell-based, luminescence, uHTS (AID 1578); inhibition, % at 4 µM, or EC50 in µM where a hit was titrated; 1% of 290,000 active; NOD1-driven NF-kB luciferase reporter cells, luminescence; higher % means a stronger effect; in the data active = inhibition mostly above about 36%, no sharp cut-off; inactive = mostly below about 34%;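 also: HEK-293T reporter cells stimulated with the NOD1 agonist gamma-tri-DAP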
# GPR55 antagonists: inhibition of LPI-stimulated GPR55 beta-arrestin translocation – imaging, U2OS, beta-arrestin-GFP, LPI agonist, primary screen (AID 2013) | 0.13% of 290,000 active | U2OS GPR55 beta-arrestin-GFP translocation imaging, LPI antagonism; higher % means a stronger effect | inhibition, % at 10 µM, or IC50 in µM where a hit was titrated;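 active = spots per cell inhibited over 60%, with over 100 cells counted and total cytoplasm intensity under 500,000; inconclusive = wells with under 100 cells, flagged as likely toxic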;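 also: U2OS cells stably carrying GPR55 and arrestin-GFP stimulated by 5 µM LPI near EC80; imaged beta-arrestin-GFP aggregate spots per cell after agonist stimulation; plate controls were LPI-stimulated DMSO wells for no effect and DMSO wells without LPI for full effect; some results filed as inactive read as strong as hits; confirmed hits need IC50 under 10 µM and bright autofluorescent wells are also inconclusive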
# NTR1 ag: NTR1-driven beta-arrestin-GFP spot formation – imaging, U2OS cells, high content, primary screen (AID 493036); P30989; activation, % at 20 µM; agonist mode; 0.17% of 330,000 active;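 active = activation at or above 40% of the spot to cytoplasm intensity ratio, with at least 20 cells analyzed; inconclusive = wells under 20 cells, flagged as cytotoxic or low count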;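 also: 0% = DMSO without peptide and 100% = 100 nM NTR1 peptide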
# Target sequence (P30989 whole entry, looked up): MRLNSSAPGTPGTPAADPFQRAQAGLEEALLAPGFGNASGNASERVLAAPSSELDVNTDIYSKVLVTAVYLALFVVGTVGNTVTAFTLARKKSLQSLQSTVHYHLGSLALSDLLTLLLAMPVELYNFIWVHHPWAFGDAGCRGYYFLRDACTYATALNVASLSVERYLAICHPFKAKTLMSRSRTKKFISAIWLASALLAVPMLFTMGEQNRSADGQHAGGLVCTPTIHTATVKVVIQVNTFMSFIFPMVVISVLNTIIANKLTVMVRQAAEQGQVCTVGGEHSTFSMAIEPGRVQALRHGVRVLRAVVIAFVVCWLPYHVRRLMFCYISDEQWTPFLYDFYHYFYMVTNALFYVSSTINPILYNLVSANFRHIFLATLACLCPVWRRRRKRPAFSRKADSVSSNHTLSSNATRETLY
# KOR beta-arrestin-2: kappa opioid receptor activators – cell-based, luminescence, uHTS, primary screen (AID 1777) | KOR beta-arrestin recruitment, luminescence; higher % means a stronger effect | 0.02% of 280,000 active | activation, % at 10 µM, or EC50 in µM where a hit was titrated; in the data active = activation above about 50%, passing the limit was not always enough; also: a part of the inactive calls stands beside numbers as strong as those of hits
# MgcRacGAP inhibition: MgcRacGAP GTPase-activating activity inhibitors, confirmation, biochemical, ADP Hunter fluorescence | MgcRacGAP-stimulated Rac1 GTP hydrolysis, ADP Hunter fluorescence; higher % means a stronger effect; GST-tagged Rac1 F28L mutant substrate | 0.6% of 340,000 active | inhibition, % at 30 µM; hits with a dose series show IC50 in µM | AID 624330;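 active = first-screen hits whose inhibition reached a set limit at any dose in the follow-up dose series; inconclusive = inhibition above the set first-screen limit but never retested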;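 also: fluorescence reports GDP produced by GAP-driven GTP hydrolysis; strong numbers were not always called active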
# K1F lysis inhibition: protection from phage-mediated lysis, alamar blue read-out – E. coli UTI89, K1F phage, bacterial capsule biogenesis inhibitors (AID 488966) | 0.02% of 340,000 active | one-dose inhibition, % at 100 µM; IC50 in µM for titrated hits | E. coli UTI89 K1F phage lysis, alamar blue, 2 h; higher % means a stronger effect;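 active = phage lysis inhibition, versus mean bacterial control, above a set limit; inconclusive = no clear call, values can overlap the other calls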;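 also: capsule biogenesis inhibitors block K1F phage lysis so surviving cells raise fluorescence; higher fluorescence means more inhibition of phage lysis; actives were called in the ten point dose series up to 300 µM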
# GPR55 beta-arrestin: selective activators of receptor GPR55 – imaging, U2OS cells, beta-arrestin-GFP redistribution, primary screen (AID 1961); activation, % at 10 µM; hits with a dose series show EC50 in µM; U2OS GPR55 beta-arrestin-GFP redistribution imaging; higher % means a stronger effect; 0.048% of 290,000 active;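 active = activation above 40% with more than 50 cells counted in the well; inconclusive = wells holding fewer than 50 cells, flagged as toxic or sparse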;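 also: U2OS osteosarcoma cells stably expressing GPR55 and beta-arrestin-GFP; plate controls were DMSO negative control for no effect and LPI positive control for full effect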
# GPR35 antagonists: GPR35 antagonists blocking zaprinast-driven arrestin recruitment, primary screen, imaging, U2OS, beta-arrestin-GFP, zaprinast agonist (AID 2058); U2OS GPR35 beta-arrestin-GFP translocation imaging, zaprinast antagonism; higher % means a stronger effect; inhibition, % at 10 µM, or IC50 in µM where a hit was titrated; 0.052% of 290,000 active;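 active = inhibition of at least 50% with at least 30 cells and total cytoplasm GFP at most 10,000,000; inconclusive = under 30 cells or total GFP of 10,000,000 plus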
# NTR1 ag cell count 20 µM: second read-out of NTR1 ag, no call of its own (marks repeat the call); cell count; measured here: cell count, cytotoxicity flag
# Active calls of the source: *; ? = inconclusive; . = not tested or not shown; [ ] = another dose, or the depositor's remark. An excerpt; the hit share may differ from the screen's.
SMILES,KOR beta-arrestin-1,NOD1 inhibition,GPR55 antagonists,NTR1 ag,NTR1 ag cell count 20 µM,KOR beta-arrestin-2,MgcRacGAP inhibition,K1F lysis inhibition,GPR55 beta-arrestin,GPR35 antagonists
COc1ccc(N2C(=O)C3C4C=CC(CC4)C3C2=O)c([N+](=O)[O-])c1 (stereo not given),11%,-15%,9%,-1.4,75,0.1%,6%,1.4%,-0.1%,5%
CN1CCN(C(=O)CCC(=O)NCc2ccc(F)cc2)CC1,-4%,-9%,-8%,-1.3,75,-1.8%,-8%,-0.4%,-0.1%,0%
C=CCn1c(SCC(=O)NC(=O)NCCC)nnc1C1CCCCC1,-23%,36%,-17%,0.4,51,-1.7%,-2%,8.6%,-0.1%,5%
O=C(c1nc2nc(-c3ccccc3)cc(C(F)(F)F)n2n1)N1CCOCC1,8%,-15%,6%,-1.2,83,-4.5%,3%,4.4%,0.0%,-5%
CCCCC(CC)COC1(c2ccccc2)OC(=O)c2ccccc21 (stereo not given),-24%,.,-8%,7.5,83,6.2%,-3%,-0.4%,-0.2%,10%
O=C(/C=C/c1ccccc1)Nc1cc(NC(=O)/C=C/c2ccccc2)cc(C(=O)O)c1,-37%[20 µM],-29%,-6%,0.8,38,0.3%,7%,-0.6%,-0.3%,5%
O=S(=O)(NCCSc1nnc(-c2ccco2)n1-c1ccccc1)c1ccccc1,4%,-20%,8%,-1.3,41,.,1%,-0.3%,0.2%,7%
CC/C(=N\NC(=O)COc1ccc(Br)cc1)c1ccc(OC)c(OC)c1,-32%,21%,22%,-0.7,94,2.6%,3%,0.0%,-0.2%,-10%
COc1cccc(CC(NC(C)=O)C(=O)NC2CCN(C(=O)c3ccc(Cl)cc3)CC2)c1OC (stereo not given),13%,0%,7%,6.3,62,-1.1%,5%,1.1%,-0.2%,7%
O=C(COC(=O)c1ccccc1NC(=O)c1ccco1)Nc1ccc2c(c1)OCO2,2%,-20%,13%,0.2,34,-1.8%,11%,0.6%,0.3%,-7%

# Limited to NTR1 ag cell count 20 µM, NTR1 ag and GPR35 antagonists, for three of the compounds above:
SMILES | NTR1 ag cell count 20 µM | NTR1 ag | GPR35 antagonists
O=S(=O)(NCCSc1nnc(-c2ccco2)n1-c1ccccc1)c1ccccc1 | 41 | -1.3 | 7%
CC/C(=N\NC(=O)COc1ccc(Br)cc1)c1ccc(OC)c(OC)c1 | 94 | -0.7 | -10%
COc1cccc(CC(NC(C)=O)C(=O)NC2CCN(C(=O)c3ccc(Cl)cc3)CC2)c1OC (stereo not given) | 62 | 6.3 | 7%

# The list goes on:
SMILES,KOR beta-arrestin-1,NOD1 inhibition,GPR55 antagonists,NTR1 ag,NTR1 ag cell count 20 µM,KOR beta-arrestin-2,MgcRacGAP inhibition,K1F lysis inhibition,GPR55 beta-arrestin,GPR35 antagonists
O=C(Nn1cnc2ccccc2c1=O)c1c(F)cccc1F,-14%,-4%,1%,-0.9,93,-3.5%,5%,-0.7%[50 µM],0.0%,6%
COc1cccc(C(=O)CC(C(=O)O)c2ccc(Cl)cc2)c1 (stereo not given),0%,-3%,15%,-0.3,84,-3.6%,14%,0.2%,1.3%,13%
CCOc1ccc(/C=N/Nc2ccccc2)cc1,6%,-13%,12%,2.5,78,-1.4%,6%,0.0%,0.0%,4%
N=C1C(c2ccccc2)=C(O)CN1NC(=O)c1ccc(Cl)cc1,0%,-15%,3%,-1.2,115,-5.6%,-34%,-0.3%,0.2%,10%
Cn1nnc(NCc2cc(Br)ccc2OCc2cccs2)n1,2%,-16%,6%,0.7,47,0.3%,2%,8.8%,-0.1%,-8%
CCOc1ccccc1NC(=O)c1cc(C(=O)c2cc(OC)ccc2O)coc1=N,29%,-9%,-1%,-0.8,60,8.5%,11%,4.0%,0.0%,-8%
CCOC(=O)c1cnn2c(N)c(C#N)cnc12,-9%,-33%,0%,1.7,63,-1.5%,4%,0.1%,-0.1%,-3%
CC1(C(=O)O)CCC(C(=O)NC2CCCCC2)C1(C)C (stereo not given),22%,-6%,7%,0.5,38,-3.4%,-2%,0.6%,0.2%,-1%
c1ccc(-c2nc3ccccc3o2)nc1,-4%,-7%,-4%,1.6,26,2.0%,14%,0.8%,1.2%,12%
COc1ccc(S(=O)(=O)N2CCN(C(=O)c3cccc(Cl)c3)CC2)cc1,4%,-14%,13%,-2.1,53,-1.4%,-2%,2.8%,0.0%,-2%
CC(Cc1c[nH]c2ccccc12)NC(=O)OCCCl (stereo not given),21%,-4%,8%,-1.1,43,1.1%,8%,0.2%,0.2%,10%
C=CCn1c(-c2ccco2)n[nH]c1=S,12%,-1%,-9%,0.8,40,1.8%,30%,0.6%,0.1%,-3%
O=C1CN(S(=O)(=O)c2ccccc2)CCN1S(=O)(=O)c1ccccc1,21%,-18%,-6%,0.1,54,8.7%,-2%,0.1%,0.4%,18%
COc1cccc(=O)c2c(C)n(C)c(C)c12,18%,-5%,-4%,1.0,94,-2.8%,12%,1.0%,-0.2%,-9%
Cc1ccoc1C(=O)N1CCCCC1C(=O)O (stereo not given),0%,-21%,2%,-0.5,35,-2.3%,1%,0.5%,-0.3%,3%
CCOC(=O)N/N=C/c1cccnc1,-5%,-25%,6%,-0.8,43,-3.3%,8%,-0.1%,0.1%,-10%
COc1ccc(Nc2nc(N)nc(CSc3nccn3C)n2)cc1,-13%[20 µM],-36%,-8%,0.4,82,.,-3%,0.0%,-0.1%,5%
COc1ccccc1N1CCN(C(=O)/C=C/c2cccs2)CC1,0%,-14%,6%,0.7,38,-1.5%,6%,4.9%,-0.3%,12%
Cc1ccc(N=C2SCCCN2C(=O)c2ccco2)cc1Cl,-2%,0%,7%,0.3,58,2.6%,1%,-5.7%,-0.2%,3%
COc1ccc([N+](=O)[O-])cc1N(CC(=O)NCCC1=CCCCC1)S(C)(=O)=O,14%,-33%,0%,1.8,40,-2.6%,6%,1.9%,0.3%,-4%

# Entries above containing an NH in an aromatic ring (two):
SMILES,KOR beta-arrestin-1,NOD1 inhibition,GPR55 antagonists,NTR1 ag,NTR1 ag cell count 20 µM,KOR beta-arrestin-2,MgcRacGAP inhibition,K1F lysis inhibition,GPR55 beta-arrestin,GPR35 antagonists
CC(Cc1c[nH]c2ccccc12)NC(=O)OCCCl (stereo not given),21%,-4%,8%,-1.1,43,1.1%,8%,0.2%,0.2%,10%
C=CCn1c(-c2ccco2)n[nH]c1=S,12%,-1%,-9%,0.8,40,1.8%,30%,0.6%,0.1%,-3%

# The list continues:
SMILES,KOR beta-arrestin-1,NOD1 inhibition,GPR55 antagonists,NTR1 ag,NTR1 ag cell count 20 µM,KOR beta-arrestin-2,MgcRacGAP inhibition,K1F lysis inhibition,GPR55 beta-arrestin,GPR35 antagonists
O=C1NC(=Nc2ccccc2Cl)S/C1=C\c1cccc([N+](=O)[O-])c1,-1%[20 µM],53%,23%,0.7,61,-1.8%,5%,0.2%,-0.1%,-14%
Cc1ccnc(NS(=O)(=O)c2cc([N+](=O)[O-])ccc2C)c1,-6%,-16%,-3%,-0.1,45,-2.8%,8%,-0.3%,0.4%,0%
Cc1c(/C=N/Nc2nc3ccccc3[nH]2)c2ccccc2n1C,12%,-10%,8%,6.5,46,6.4%,13%,4.6%,1.0%,16%
C=COc1ccc(N2C(=O)c3ccccc3OC2C)cc1 (stereo not given),-26%[20 µM],-30%,-16%,0.0,65,-2.4%,-2%,0.1%,-0.1%,11%
O=P(COCCO)(c1ccccc1)c1ccccc1,16%,-7%,10%,1.1,46,-5.3%,9%,0.2%,-0.2%,-3%
Fc1ccc(Nc2ncnc3ccccc23)cc1,-1%[20 µM],28%,-20%,0.1,65,23%,10%,1.1%,-0.2%,10%
COC(=O)CN(c1ccccn1)S(=O)(=O)c1ccccc1,-15%,-1%,10%,-0.6,73,3.9%,4%,2.8%,-0.1%,-17%
COc1ccccc1-c1cc(C(=O)Nc2cccnc2)no1,-134%,-62%,-30%,.,.,1.4%,5%,?,0.0%,17%
CC(C)(C)c1cc(Cl)ccc1OCCn1ccnc1,-20%,42%,8%,-0.3,65,1.5%,?,1.4%,0.4%,-4%
COC(=O)c1ccc(OC)c(Cn2c(=O)n(C)c(=O)c3ccccc32)c1,9%[20 µM],-13%,-5%,0.1,63,-0.3%,10%,0.2%,-0.2%,-1%
O=C(CSCc1ccc(Cl)cc1)Nc1ccc(S(=O)(=O)N2CCOCC2)cc1,.,-10%,13%,1.7,64,4.2%,4%,1.1%,0.9%,-5%
CCCn1c2ccc(F)cc2c2nnc(NN)nc21,18%,-28%,-7%,-1.7,25,-2.6%,4%,-0.2%,0.2%,-21%
COc1cccc(COC(=O)Nc2ccccc2F)c1,25%,-100%,-14%,-0.2,35,-2.8%,-2%,-0.9%,0.3%,-17%
Cc1ccc(-n2ncc3c2CC(C)(C)CC3NC(=O)CCCN2CCCCC2=O)cc1 (stereo not given),4%,-24%,19%,-1.2,57,-4.1%,3%,0.1%,0.3%,6%
CCOc1ccc(NC(=O)CC2Nc3ccccc3NC2=O)cc1 (stereo not given),-1%,-33%,-2%,0.8,112,0.7%,-12%,-2.2%,-0.5%,8%
COc1ccccc1C(=O)NC(=O)CSc1nnc(C)s1,7%,-34%,26%,0.3,62,-3.3%,8%,0.0%,-0.1%,-5%
CC(O)CNc1ccc(-c2nn(C)c(=O)c3ccccc23)cc1[N+](=O)[O-] (stereo not given),-52%[20 µM],1%,-14%,1.3,91,-2.7%,11%,0.1%,0.3%,8%
CCOCCCNC(=O)c1cc(Sc2ccc(C)cc2)nc2ccccc12,2%,-21%,10%,1.0,60,2.0%,2%,2.8%,0.2%,23%
Cc1ccc(NC(=O)CN2CCC(NC(=O)Cc3ccccc3)CC2)cc1C,-6%,13%,-5%,-0.3,54,-1.5%,1%,0.8%,-0.1%,2%
CCC(=O)Nc1ccc(Cl)c(NC(=O)c2ccc([N+](=O)[O-])cc2)c1,17%,-21%,3%,2.5,74,-3.7%,2%,0.1%,-0.2%,-22%
Cc1ccc(N/C=C(\C#N)S(=O)(=O)c2ccccc2)cc1,9%[20 µM],-21%,14%,-1.0,36,-2.8%,3%,0.0%,-0.1%,-18%
COc1ccc(C(C(=O)Nc2ccc(F)cc2)N(C(=O)Cn2nnc3ccccc32)C2CC2)cc1 (stereo not given),-16%,20%,1%,0.9,45,2.0%,3%,2.1%,-0.2%,9%
COCCN(Cc1cc2cc(C)ccc2nc1Cl)C(=O)Nc1ccccc1OC,-20%[20 µM],-8%,3%,3.2,39,.,7%,0.0%,-0.1%,10%
